# Rac1 GTP hydrolysis – MgcRacGAP GTPase-activating activity inhibitors, confirmation, biochemical, ADP Hunter fluorescence; Rac GTPase-activating protein 1 (Homo sapiens); MgcRacGAP-stimulated Rac1 GTP hydrolysis, ADP Hunter fluorescence; higher % means a stronger effect; GST-tagged Rac1 F28L mutant substrate; one-dose inhibition, % at 30 µM; IC50 in µM for titrated hits; 340,000 compounds, 0.6% hits; AID 624330, 2012;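 active means first-screen hits whose inhibition reached a set limit at any dose in the follow-up dose series; inconclusive means inhibition above the set first-screen limit but never retested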;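 further: fluorescence reports GDP produced by GAP-driven GTP hydrolysis; strong numbers were not always called active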
# T cell modulator – modulators of CD8 T cell-vesicle binding, primary screen, mouse 2C CD8+ T cells, flow cytometry; 2C CD8+ T cell-vesicle binding; active compounds read low; 330,000 compounds, 0.068% hits; calls only at 7 µM;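 active means response, share of CD8 T cells binding vesicles, and their 90th percentile fluorescence all below set limits, cut at about 80% in these data, passing the limit was not always enough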
#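 incubation = binding step 1.5 h, 37 °C, antibody labelling 20 min, ice | test system = 2C mouse CD8+ T cells | read-out basis = percent CD8+ FL2 mean versus row control | controls = Peptide-free naked vesicles (low) and QL9 vesicles with 0.7% DMSO vehicle (high) | detection = flow cytometry of vesicle-bound cells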
# Dengue-2 NS5 capping – Dengue-2 NS5 methyltransferase inhibitors, primary screen, biochemical, confirmation dose response (AID 588689) | Genome polyprotein (Dengue virus type 2 (strain 16681-PDK53)) | Dengue-2 NS5 methyltransferase capping enzyme assay, biochemical; higher % means a stronger effect | one-dose inhibition, % at 25 µM; IC50 in µM for titrated hits | 340,000 compounds, 0.3% hits; in the data active means a potency from the dose series; inconclusive means inhibition above about 29% without an active follow-up result
# SV40 large T antigen – SV40 large T antigen inhibitors, biochemical (AID 1903) | SV40 large T antigen ATPase/helicase inhibition assay; higher % means a stronger effect | inhibition, % at 20 µM, or IC50 in µM where a hit was titrated | 310,000 compounds, 0.39% hits; in the data active means a potency from the dose series; inconclusive means inhibition mostly from about 32% at the one dose, without a potency; inactive means the rest, 99 in 100 with inhibition below about 32%; further: strong numbers were not always called active
# West Nile antiviral – West Nile virus antiviral activity, cell-based, CPE readout (AID 1621). West Nile virus-infected cells, CPE inhibition; higher % means a stronger effect. CPE inhibition, % at 10 µM; hits with a dose series show IC50 in µM. 290,000 compounds, 0.02% hits; in the data active means a potency from the dose series; inconclusive means CPE inhibition mostly from about 3.7% at the one dose, without a potency; inactive means the rest, 99 in 100 with CPE inhibition below about 2.2%; further: strong numbers were not always called active
# RSV antiviral HEp-2 – RSV antiviral activity via CPE protection, HEp-2 cells, primary 10 µM value included (AID 2391). 310,000 compounds, 0.13% hits. HEp-2 cells, RSV-induced CPE inhibition; higher % means a stronger effect. CPE inhibition, % at 10 µM, or IC50 in µM where a hit was titrated; in the data active means a potency from the dose series; inconclusive means CPE inhibition mostly from about 23% at the one dose, without a potency; inactive means the rest, 99 in 100 with CPE inhibition below about 21%; further: strong numbers were not always called active
# Salmonella PhoP GFP – inhibitors of PhoP regulon expression, primary screen, Salmonella Typhimurium, GFP reporter (AID 1863); S. Typhimurium PhoP-regulated promoter GFP reporter, 4 h; higher % means a stronger effect; inhibition, % at 50 µM; hits with a dose series show IC50 in µM; 300,000 compounds, 0.16% hits;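 active means inhibition over 29.93%, a cutoff 3 SD above the screen mean, later confirmed by dose response; inconclusive means inhibition over 29.93% but no dose response follow-up; inactive means inhibition at most 29.93% or unconfirmed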;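 further: 0% = low Mg2+ inducing control and 100% = high Mg2+ repressing control; strong numbers were not always called active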
# K1F lysis inhibition – inhibition of K1F phage lysis, E. coli UTI89, bacterial capsule biogenesis inhibitors, alamar blue (AID 488966); 340,000 compounds, 0.02% hits; E. coli UTI89 K1F phage lysis, alamar blue, 2 h; higher % means a stronger effect; inhibition, % at 100 µM, or IC50 in µM where a hit was titrated;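 active means phage lysis inhibition, versus mean bacterial control, above a set limit; inconclusive means no clear call, values can overlap the other calls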;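 further: capsule biogenesis inhibitors block K1F phage lysis so surviving cells raise fluorescence; higher fluorescence means more inhibition of phage lysis; actives were called in the ten point dose series up to 300 µM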
# NTR1 agonist – agonists of NTR1, primary screen, imaging, U2OS cells, beta-arrestin-GFP, high content (AID 493036). activation, % at 20 µM. NTR1-U2OS beta-arrestin-GFP spot imaging, agonist mode. 330,000 compounds, 0.17% hits;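 active means activation at or above 40% of the spot to cytoplasm intensity ratio, with at least 20 cells analyzed; inconclusive means wells under 20 cells, flagged as cytotoxic or low count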;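 further: 0% = DMSO without peptide and 100% = 100 nM NTR1 peptide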
# Target sequence (P30989 whole entry, looked up): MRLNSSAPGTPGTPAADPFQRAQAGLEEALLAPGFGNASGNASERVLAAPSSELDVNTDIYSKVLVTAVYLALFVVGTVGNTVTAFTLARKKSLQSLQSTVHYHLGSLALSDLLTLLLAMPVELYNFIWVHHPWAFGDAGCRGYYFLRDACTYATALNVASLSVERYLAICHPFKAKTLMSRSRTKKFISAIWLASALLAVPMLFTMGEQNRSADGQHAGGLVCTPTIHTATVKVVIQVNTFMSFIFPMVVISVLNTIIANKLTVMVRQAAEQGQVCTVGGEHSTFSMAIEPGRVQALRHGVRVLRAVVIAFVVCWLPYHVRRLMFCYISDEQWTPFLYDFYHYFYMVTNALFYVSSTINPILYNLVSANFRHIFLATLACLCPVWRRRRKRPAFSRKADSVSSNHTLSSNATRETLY
# T cell modulator vesicle-bound % – further read-out of T cell modulator, marked with its call; double positive events, %; measured here: CD8+ vesicle-bound cell fraction;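 binding gate set so that unloaded-vesicle control wells show 10% double positive cells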
# NTR1 agonist cell count 20 µM – further read-out of NTR1 agonist, marked with its call; cell count; measured here: cell count, cytotoxicity flag
# Dengue-2 NS5 capping pilot replicate – also measured in Dengue-2 NS5 capping; calls as there; inhibition, %; measured here: pilot screen replicate inhibition
# An asterisk follows results filed as active; i = inactive; ? = inconclusive; . = not tested or not shown; [ ] = another dose, or the depositor's remark.
SMILES,Rac1 GTP hydrolysis,T cell modulator,T cell modulator vesicle-bound %,Dengue-2 NS5 capping,SV40 large T antigen,West Nile antiviral,RSV antiviral HEp-2,Salmonella PhoP GFP,K1F lysis inhibition,NTR1 agonist,NTR1 agonist cell count 20 µM,others
COC(=O)c1nc2n(n1)C(c1ccc(OC)c(OC)c1OC)C1=C(CCCC1=O)N2 (stereo not given),11.5%,i,9.1,-0.5%,-0.9%,0.1%,0.4%,7.0%,2.1%,0.0,38,
CC(C)(C)c1ccc(NC(=O)c2cc[n+]([O-])cc2)cc1,3.9%,i,45.3,-1.6%,3.1%,-0.9%,-0.4%,-0.3%,0.4%,-0.4,51,
O=C(CCN1C(=O)C2CCCCC2C1=O)N1CCN(S(=O)(=O)c2c(F)cccc2F)CC1 (stereo not given),2.3%,i,18.6,1.5%,9.7%,.,-0.9%,2.5%,1.2%[50 µM],0.0,58,
COc1ccccc1/C=N/NC(=O)c1ccc(C)nc1,8.6%,i,63.0,-3.4%,9.8%,-0.6%,1.2%,-1.2%,0.2%,-0.1,68,
N#CCCN(Cc1cccnc1)C(=O)Nc1ccc(Cl)c(Cl)c1,5.3%,i,29.0,-8.1%,2.6%,-0.2%,1.7%,-3.3%,0.7%,-0.6,73,
COc1ccc(-c2csc(N(CCCN(C)C)C(=O)c3ccccc3Cl)n2)cc1,8.7%,i,15.0,2.0%,-1.1%,25µM*,1.3%,6.0%,0.1%,6.0,54,Dengue-2 NS5 capping pilot replicate=1.2
Cc1cc(C)cc(OCC(=O)OCc2cc([N+](=O)[O-])cc3c2OCOC3)c1,2.2%,i,31.5,1.6%,.,.,.,.,0.8%,-0.8,74,
CCOC(=O)c1c(NC(=O)c2ccco2)n(C2CCCCC2)c2nc3ccccc3nc12,8.6%,i,48.5,32.8%,30.0%,-0.9%,15.2%,-20.7%,0.3%,5.2,39,
CC1C2=C(CC(C)(C)CC2=O)NC2=C1C(=O)CC(C)(C)C2,6.6%,i,29.3,-2.4%,0.5%,-0.1%,2.3%,3.8%,0.1%,-0.7,35,
Cc1occc1C(=O)NNC(=O)c1ccccc1C(=O)O,.,i,19.4,.,0.3%,0.0%,1.2%,-2.4%,.,-0.5,38,
C=CCN(CC=C)S(=O)(=O)c1ccc(F)cc1,6.0%,i,58.8,-10.4%,11.4%,-0.1%,1.5%,-1.8%,3.2%,-0.5,80,
COC(=O)c1ccccc1N=Nc1c(C)[nH][nH]c1=O,1.4%,i,21.3,0.8%,11.0%,0.6%,?,-7.5%,3.0%[50 µM],1.4,53,
COc1cc(C(=O)O)nc(OC)n1,1.0%,i,41.0,-8.2%,9.4%,1.4%,-1.5%,-1.3%,2.1%,3.7,39,
CCOCCCNC(=S)NCCCNc1nc2cc3c(cc2cc1C#N)OCO3,5.4%,i,31.7,14.8%,4.9%,0.2%,-0.8%,-10.0%,0.5%,2.1,67,
Cc1cccn2c(=O)c3cc(C(=O)N4CCCCC4C)sc3nc12 (stereo not given),6.8%,i,40.7,-7.7%,.,.,3.7%,.,0.1%[50 µM],0.5,66,
O=C(CCl)Nc1cc(S(=O)(=O)N2CCOCC2)ccc1N1CCOCC1,3.5%,i,50.9,-1.5%,8.3%,-0.1%,1.5%,-6.3%,-2.8%,0.2,82,
O=S(=O)(Nc1ccc2c(c1)OCCO2)c1ccc(Br)s1,-4.5%,i,22.8,-3.5%,5.8%,-0.3%,3.3%,-0.7%,2.0%,0.3,45,
CCOC(=O)C1=NNC2(c3ccc(Cl)cc3)C(=O)N(c3cc(C)cc(C)c3)C(=O)C12 (stereo not given),11.4%,i,24.1,7.5%,-0.9%,0.4%,0.3%,31.4%,0.7%,1.0,45,
C=CCNC(=O)c1cc2c(=O)c3ccccc3oc2nc1C,7.2%,i,31.1,1.4%,7.1%,-0.1%,-1.4%,-4.4%,-1.2%,-1.2,41,
O=C(NC1CCCN(c2ccc(C(F)(F)F)cn2)C1)c1cc(Cl)ccc1F (stereo not given),7.4%,i,23.5,-3.9%,11.3%,-1.1%,3.4%,2.6%,-0.1%,3.6,67,
CCc1ccc([C@@H]2CC=C(C(=O)O)[C@H](c3ccc(Cl)cc3)N2S(=O)(=O)c2ccc(C)cc2)cc1,6.2%,i,58.3,40.4µM*,?,.,23.1%,8.0%,-2.3%,17.9,78,
CC(=O)Nc1ccc2[nH]c3ccccc3c2c1,25.2%,i,28.9,2.8%,10.6%,-0.5%,1.5%,12.3%,0.3%,0.7,48,
O=C(NCCO)/C(=C\c1cccs1)NC(=O)c1cccs1,9.1%,i,47.6,0.0%,3.2%,-0.3%,-0.1%,0.9%,2.3%[50 µM],2.7,74,
COc1ccc(S(=O)(=O)N2CCC(C(=O)NCCN3CCOCC3)CC2)cc1C,7.3%,i,22.7,-8.3%,-3.9%,0.2%,-0.8%,-2.4%,0.4%,-0.8,47,
CN(C)C(CNC(=O)Cc1cccc(C(F)(F)F)c1)c1ccccc1 (stereo not given),5.2%,i,17.8,-6.7%,1.7%,-1.1%,0.0%,2.1%,0.8%,-1.6,43,
CC(C)OCCCNC(=O)CCSc1ccc(Cl)cc1,4.2%,i,12.4,5.7%,16.0%,0.2%,-0.3%,1.1%,-0.5%,-0.7,72,
CCOC(=O)NN1C(=O)c2ccccc2NC1c1ccccc1F (stereo not given),5.2%,i,34.9,-6.2%,23.9%,-0.4%,1.3%,-7.6%,-0.2%,1.5,43,
COc1ccc(S(=O)(=O)N(C)CC(=O)Nc2ccccc2C(F)(F)F)cc1OC,1.9%,i,57.1,-10.0%,0.4%,-0.4%,0.1%,2.8%,-0.2%,-0.3,40,
O=C(NNC(=O)c1cccs1)c1csc(N2CCOCC2)n1,-1.9%,i,35.0,2.2%,5.7%,.,-1.0%,-2.1%,0.2%[50 µM],-0.9,53,
Cc1[nH][nH]c(=O)c1C(c1ccccc1[N+](=O)[O-])C(C#N)C#N (stereo not given),5.8%,i,44.5,-3.0%,6.7%,-0.8%,0.6%,0.6%,2.1%,2.2,98,
CN(c1ccccc1)S(=O)(=O)c1nnc(NC(=O)C2CCCCC2)s1,-9.0%,i,1.8,10.1%,2.9%,-0.1%,-0.1%,0.7%,0.9%,-0.5,50,
COc1cccc(C(C(=O)NCC2CCCO2)N(C(=O)Cn2nnc3ccccc32)c2ccc(NC(C)=O)cc2)c1OC (stereo not given),9.7%,i,16.2,-2.7%,5.0%,0.2%,-0.3%,-5.4%,0.1%,-0.3,53,
O=C(/C=C/c1ccc(Cl)cc1)N(Cc1cccs1)C1CCS(=O)(=O)C1 (stereo not given),-4.0%,i,20.4,-2.3%,4.0%,-1.3%,-0.7%,-11.1%,-2.5%,0.5,56,
O=C(CN1CCN(S(=O)(=O)c2ccccc2)CC1)Nc1ccc(Cl)cn1,5.6%,i,67.4,-8.7%,16.0%,-1.1%,1.3%,-1.1%,0.0%,2.0,71,
CCN(CC)CCOC(=O)c1ccc(NC(=O)/C=C/c2cccs2)cc1,10.2%,i,35.0,4.4%,5.2%,-0.7%,0.0%,-4.8%,0.0%,-0.2,84,
O=c1cc(CSc2ccccc2)nc(-c2ccccc2)[nH]1,.,i,48.5,.,6.2%,0.3%,0.9%,-1.4%,.,-0.4,45,
Cc1c(Cl)cccc1NC(=O)Cn1cnc(S(=O)(=O)N2CCCC2)c1,11.9%,i,54.8,-10.4%,12.7%,0.8%,1.4%,6.0%,0.1%,0.7,79,
CCCN1CCC(=O)N(CCOc2ccccc2)CC1,8.3%,i,20.2,0.8%,0.1%,-0.3%,-0.8%,-12.7%,0.3%,4.8,60,
CN(C)c1ccc(N=Cc2nc(-c3ccccc3)oc2OC(=O)c2cccc(Br)c2)cc1,63.1%,i,12.1,?,19.5%,-0.1%,5.8%,13.6%,1.9%[50 µM],3.4,68,
Cc1ccc(C)c(N2CCN(C(=O)c3ccc(NC4=NC5CS(=O)(=O)CC5S4)cc3)CC2)c1 (stereo not given),12.6%,i,31.8,-2.1%,6.3%,-0.1%,1.2%,.,0.6%,6.4,63,
CN(C)c1cc[n+](CC(=O)Nc2ccc(Cl)cc2)cc1,-3.1%,i,58.6,-1.7%,2.9%,1.0%,?,-1.1%,0.1%,0.5,58,
Cc1ccc(-n2c(C)nc3c(cnn3-c3ccc(F)cc3)c2=O)cc1C,5.7%,i,35.4,-8.1%,1.6%,0.5%,7.5%,6.2%,14.2%,6.1,50,
COc1ccc(N2C(=O)C3C(C2=O)C2C=CC3C23CC3)c(OC)c1 (stereo not given),4.1%,i,35.2,-2.9%,2.0%,0.2%,1.5%,-1.5%,1.9%,1.4,81,
CN(C)C(CNC(=S)Nc1cccc(Cl)c1)c1ccccc1 (stereo not given),4.3%,i,26.8,-5.4%,-5.8%,-1.0%,-2.7%,9.4%,0.2%,0.2,35,
O=C(NNc1c2ccccc2nc2ccccc12)c1cccc(O)c1,22.3%,i,25.1,-6.6%,8.7%,0.9%,3.2%,34.4%,4.1%,8.9,51,
OC1CCNC(=S)N1c1ccccc1 (stereo not given),10.8%,i,51.7,-6.7%,6.3%,0.5%,-0.3%,3.4%,0.4%,3.1,45,
O=C(NCc1cccnc1)C1CC(c2ccc(F)cc2)=NO1 (stereo not given),4.8%,i,34.1,-12.0%,15.3%,0.1%,0.4%,3.7%,8.0%,-0.2,62,
CCc1cccc(C)c1NC(=O)N(C)C1CCCCC1,6.8%,i,58.0,-4.6%,4.1%,0.8%,-0.1%,3.2%,0.6%,-0.6,62,
COc1cccc(NC(=O)CCc2nc(-c3ccccc3F)no2)c1,4.3%,.,.,-1.6%,-5.5%,0.1%,2.7%,-3.1%,7.9%,2.5,49,
Cc1cc2nn(-c3cccc4ccccc34)nc2cc1NC(=O)c1cccs1,4.6%,i,29.1,-1.2%,23.3%,-0.6%,14.6%,0.2%,0.1%,4.8,68,Dengue-2 NS5 capping pilot replicate=-0.6
